Compound activity (PubChem)
CHO-K1 Ca antag: counter-screen for M1 antagonists: effect in parental CHO-K1 cells | ATP-induced calcium, Fluo-8 fluorescence | actives 0.6% (n = 360,000) | AID 602250 | inhibition, % at 3 µM;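 active = inhibition above a per-plate cutoff, the plate's mean sample inhibition plus 3 SD, cut at about 24% in these data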;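 also: 0% = DMSO plus EC80 ATP and 100% = DMSO alone without ATP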
M1 PAM: human M1 muscarinic receptor positive allosteric modulators, primary screen, CHO-K1 cells, Fluo-8 calcium fluorescence, 1536-well. CHO-K1 hM1, ACh EC20; 0% = ACh EC20, 100% = maximal ACh. activation, % at 3 µM. actives 0.088% (n = 360,000). AID 588819, 2011; in the data active = activation above about 19%, passing the limit was not always enough
Target sequence (P11229 whole entry, looked up): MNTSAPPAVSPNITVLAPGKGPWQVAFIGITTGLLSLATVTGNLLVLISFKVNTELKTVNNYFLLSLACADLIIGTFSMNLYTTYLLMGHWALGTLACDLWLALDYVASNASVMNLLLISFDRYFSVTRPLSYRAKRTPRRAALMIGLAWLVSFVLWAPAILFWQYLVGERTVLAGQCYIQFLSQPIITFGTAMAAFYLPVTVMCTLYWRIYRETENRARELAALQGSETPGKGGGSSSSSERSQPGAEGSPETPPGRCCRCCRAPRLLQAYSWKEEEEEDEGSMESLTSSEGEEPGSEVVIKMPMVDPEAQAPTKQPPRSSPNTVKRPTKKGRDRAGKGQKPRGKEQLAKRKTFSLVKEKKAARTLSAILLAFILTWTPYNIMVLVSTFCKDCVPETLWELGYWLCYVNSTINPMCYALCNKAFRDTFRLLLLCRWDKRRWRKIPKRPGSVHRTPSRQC
M1 ag: human M1 muscarinic receptor agonists, primary screen, Fluo-8 calcium fluorescence, CHO-K1 cells, HTS | Muscarinic acetylcholine receptor M1 (Homo sapiens), P11229 | CHO-K1 hM1, agonist mode; 0% DMSO, 100% acetylcholine EC100 | activation, % at 3 µM | actives 0.33% (n = 360,000);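 active = activation above the run's mean compound activation plus 3 SD, cut at about 16% in these data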;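 also: peak over basal fluorescence ratio within a 140 s kinetic read after compound addition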
M1 PAM parental: nonselective calcium activators in parental CHO-K1 cells, primary screen, counter-screen for M1 PAM project, cell-based, Fluo-8 calcium fluorescence, full deck, 1536-well. ATP EC20; 0% at ATP EC20, 100% at ATP max. actives 0.02% (n = 360,000). activation, % at 3 µM;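 active = activation above the run cutoff, the mean activation of all test compounds plus 3 SD, cut at about 40% in these data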;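 also: peak over basal fluorescence ratio in a 140 s read after ATP addition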
M1 ag parental: counter-screen for M1 agonists: effect in parental CHO-K1 cells. activation, % at 3 µM. Fluo-8 calcium fluorescence; scaled to maximal ATP response, vehicle zero. actives 0.48% (n = 360,000); in the data active = activation above about 15%;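 also: untransfected CHO-K1 host cells lacking M1 receptor as counterscreen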
TAAR1 antag: human TAAR1 antagonists, primary screen, Fluo-8 calcium fluorescence, CHO RD-HGA16 cells; Trace amine-associated receptor 1 (Homo sapiens), Q96RJ0; AID 624466, 2012; inhibition, % at 3 µM; actives 1.5% (n = 360,000); antagonist;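 active = inhibition above a per-plate cutoff, the mean inhibition of test compounds on that plate plus 3 SD, cut at about 49% in these data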;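 also: 0% = DMSO plus EC80 beta-PEA response and 100% = DMSO alone without agonist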
Target sequence (Q96RJ0 whole entry, looked up): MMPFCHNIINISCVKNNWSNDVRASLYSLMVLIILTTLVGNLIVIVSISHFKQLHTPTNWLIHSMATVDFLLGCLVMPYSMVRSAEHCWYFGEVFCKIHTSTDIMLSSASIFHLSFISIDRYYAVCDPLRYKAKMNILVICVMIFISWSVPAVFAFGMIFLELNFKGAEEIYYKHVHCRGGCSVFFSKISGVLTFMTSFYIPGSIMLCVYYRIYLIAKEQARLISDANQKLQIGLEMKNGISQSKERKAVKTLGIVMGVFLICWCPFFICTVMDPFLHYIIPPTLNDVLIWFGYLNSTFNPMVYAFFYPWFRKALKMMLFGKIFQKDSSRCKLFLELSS
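Assay system: RD-HGA16 CHO cells with stable hTAAR1 and Gα16 / Reagent: EC80 β-phenethylamine stimulus / Doses: 3 µM, single point / Timing: dye loading 75 min at 37 °C, then 30 min room temperature / Measured by: Fluo-8 intracellular calcium dye fluorescence, real-time kinetic reads / Controls: vehicle wells and EC80 agonist wells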
CHO parental Ca: ATP-evoked calcium signal inhibitors, parental CHO, primary screen, counter-screen for OX1R antagonist project, cell-based, fluorescence, Fluo-8 calcium dye | actives 0.63% (n = 330,000) | parental CHO-K1, ATP-induced calcium, Fluo-8 fluorescence | AID 463079, 2010 | inhibition, % at 5.6 µM;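 active = inhibition above that plate's mean sample inhibition plus 3 SD, cut at about 26% in these data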;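 also: 0% = ATP-challenged DMSO wells and 100% = DMSO wells without ATP; some compounds past the cut are filed as inactive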
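Material: Parental CHO cells | Reagent: ATP | Compound dosing: Single nominal dose of 5.6 µM per compound | Detection: Intracellular calcium via Fluo-8 no-wash fluorescent dye | Read-out: % inhibition of ATP-induced calcium mobilization | Benchmarks: Low control ATP plus DMSO, high control DMSO only | Replicates: Singlicate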
TAAR1 agonist: human TAAR1 agonists, primary screen, Fluo-8 calcium fluorescence, CHO RD-HGA16 cells; Trace amine-associated receptor 1 (Homo sapiens), Q96RJ0; vehicle wells 0%, saturating PEA agonist 100%; activation, % at 3 µM; actives 0.99% (n = 360,000);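 active = activation above the mean activation of all test compounds in the run plus 3 SD, cut at about 38% in these data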
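Signal – calcium-sensitive Fluo-8 signal, excitation 470-495, emission 515-575 nm · System – RD-HGA16 (CHO) cells co-expressing Gα16 and hTAAR1 · Incubation – 17-24 h seeding, 75 min 37 °C dye, 30 min RT · Compound dosing – 3 µM single concentration · Repeats – no replicates (n 1)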
M1 antag: human M1 muscarinic receptor antagonists, primary screen, CHO-K1 cells, Fluo-8 calcium fluorescence, 1536-well. AID 588852, 2011. inhibition, % at 3 µM. CHO-K1 hM1, ACh EC80 antagonist. Muscarinic acetylcholine receptor M1 (Homo sapiens), P11229. actives 1.3% (n = 360,000);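 active = percent inhibition above its own plate's cutoff, namely the mean of that plate's compound wells plus 3 SD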;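 also: peak over basal fluorescence ratio during 140 s after agonist addition; 0% = ACh EC80 plus DMSO and 100% = DMSO alone without agonist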
The depositor's hits bear a star; / = not tested or not shown.

SMILES,CHO-K1 Ca antag,M1 PAM,M1 ag,M1 PAM parental,M1 ag parental,TAAR1 antag,CHO parental Ca,TAAR1 agonist,M1 antag
CN(c1cccc(Cl)c1)S(=O)(=O)c1cccc(C(=O)Nc2nc3ccccc3[nH]2)c1,10,-15,-6,16,6.5,61*,-7,12,30
Cc1nc(-c2cccc(-c3noc(C)n3)c2)no1,-14,8,-4,16,0.5,-11,-9,14,-15
CC(C)CC(C(=O)OCC(=O)c1c(N)n(C)c(=O)n(C)c1=O)N1C(=O)c2ccccc2C1=O (stereo not given),-2,3,-10,11,1.8,-8,-9,7,-6
COc1ccc(CC(=O)NCCc2ccc3c(c2)OCO3)cc1OC,6,0,-4,0,0.1,-7,/,2,1
Cc1nn(C(=O)Cn2ccc([N+](=O)[O-])n2)c(C)c1Br,-13,9,-1,11,0.5,-12,-3,1,-7
O=C(Nc1cccc(-c2nc3ncccc3o2)c1)c1sc2ccccc2c1Cl,-26,2,-7,11,1.1,1,0,2,-3
CCCn1c(N)c(NCCN2CCOCC2)c(=O)n(CC(=O)NCc2ccccc2)c1=O,2,6,-6,3,-0.1,-11,-11,5,-14
C/C(CC(C)C)=N\NC(=O)Nc1ccccc1,-11,7,-6,21,0.3,-1,1,3,-6
Cc1cccc(COc2ccc(/C=N/NC(=O)c3nnn(-c4nonc4N)c3COc3ccc(F)cc3)cc2)c1,-4,11,-2,-1,0.5,-4,-3,-1,-13
c1ccc(CNc2ccc3ccccc3n2)nc1,-19,5,-9,9,0.5,-6,-6,7,-26
C[C@@H]1CN([C@@H](C)CO)C(=O)CCCn2nncc2CO[C@H]1CN(C)C(=O)Nc1cccc2ccccc12,-4,0,-5,6,0.1,-28,/,7,-9
Cc1ccc(N2C(=O)CC(NCc3ccc4c(c3)OCO4)C2=O)cc1Cl (stereo not given),-13,12,-1,19,0.3,6,-16,1,-18
CCOC(=O)c1sc(=S)n(-c2ccc(Cl)cc2)c1C,3,1,-5,-2,-0.3,29,6,6,-3
NC(=O)c1c(NC(=O)COC(=O)CSc2nnc(-c3ccc(Cl)cc3)o2)sc2c1CCC2,-3,-2,1,18,6.8,3,-22,5,6
COc1ccc(-c2nc(CS(=O)CC(=O)N3CCN(C)CC3)c(C)o2)cc1OC (stereo not given),-2,0,-2,-8,0.0,14,-10,0,1
O=C(NCCCN1CCN(c2ccccc2F)CC1)C1CCN(S(=O)(=O)N2CCOCC2)CC1,-4,6,-6,19,0.1,2,-23,-1,-11
COc1ccc(C(=O)NC(=O)CSc2nnc(-c3ccco3)n2-c2ccccc2)cc1,-10,5,-3,21,1.0,-2,-28,1,-12
O=C(COC(=O)c1cc([N+](=O)[O-])ccc1N1CCOCC1)c1ccccc1Cl,0,3,-5,11,2.0,15,-23,1,-10
O=S(=O)(N1CCCCC1)N1CCN(S(=O)(=O)N2CCCCC2)CC1,-3,3,-1,16,0.6,-1,/,10,-23
CCOC(=O)c1nnn(-c2nonc2N)c1CN1CCCC1,6,-3,-3,-22,-0.4,4,-7,2,12
COc1ccc(CCNC(=O)CSc2nc(N)cc(=O)[nH]2)cc1OC,6,0,-4,4,-0.1,8,-6,10,0
CCOC(=O)Cc1csc(NC(=O)CN(C)S(=O)(=O)c2cccc3cccnc23)n1,-16,-4,2,25,5.6,26,-11,6,-10
COc1ccc(Nc2n[nH]c(N)c2C(N)=O)cc1,-12,2,-3,24,1.4,-16,-8,0,-9
CCCCC(Sc1nc(N)c(NC(=O)c2ccc(OCC)cc2)c(=O)[nH]1)C(=O)O (stereo not given),-3,1,-3,22,1.3,2,-5,2,2
c1csc(-c2cn3ccc4ccccc4c3n2)c1,-19,9,-10,30,0.2,20,-13,0,-5
CCCCN(C/C=C/c1ccccc1OC)Cc1ccccc1,7,-2,-4,-18,-0.4,-12,-15,4,6
O=C(c1ccccc1)c1ccc2nc[nH]c2c1,-23,6,-3,12,0.5,-27,-1,4,-7
Cc1ccc(S(=O)(=O)N(C)C)cc1NC(=S)NC(C)CCC(C)C (stereo not given),-7,-15,-7,13,9.9,-8,-14,18,4
Cc1cccc(C(=O)NC2CCN(S(=O)(=O)c3cccc(F)c3)CC2)c1,-17,10,-7,18,0.5,14,/,-1,-26
C=CCOC(=O)N1CCN(c2cccc(C(F)(F)F)c2)CC1,-7,8,-2,18,0.5,1,-8,0,-6

(continued)
Labels used below: A = CHO-K1 Ca antag; B = M1 PAM; C = M1 ag; D = M1 PAM parental; E = M1 ag parental; F = TAAR1 antag; G = CHO parental Ca; H = TAAR1 agonist; I = M1 antag
> CC1CN(C(=O)N(C)C)CCN1C(=O)N(C)C (stereo not given)
  A: -7	B: 2	C: -3	D: 22	E: 0.2	F: 11	G: 12	H: 8	I: -3
> CCCCNc1c(N)n(CC(C)C)c(=O)[nH]c1=O
  A: -2	B: 6	C: -3	D: 8	E: 0.2	F: -18	G: -14	H: 2	I: 0
> CCCN1CCN(CCCNC(=O)Cn2ncc3c4ccccc4n(C)c3c2=O)CC1
  A: -5	B: 12	C: -10	D: 21	E: 0.1	F: -6	G: -9	H: 0	I: -16
> CCOC(=O)C[C@H]1c2cc(C(F)(F)F)ccc2S(=O)(=O)N1C(C)C
  A: -12	B: -13	C: -7	D: 10	E: 0.5	F: 10	G: -1	H: 8	I: 22
> Cc1cc(C)n(CC(=O)NNC(=O)c2cccc(C(F)(F)F)c2)n1
  A: -5	B: 0	C: -1	D: -11	E: 0.4	F: -17	G: -7	H: 1	I: 3
> CCC(=O)N1CCC1(C)C(=O)Nc1ccc2c(c1)CCN2C(C)=O (stereo not given)
  A: -8	B: 7	C: 0	D: 9	E: 0.9	F: -13	G: /	H: 1	I: -14
> CSc1nnc2c(n1)OC(C)N(C(=O)c1ccccc1)c1ccccc1-2 (stereo not given)
  A: 1	B: 9	C: 1	D: 7	E: 0.5	F: -2	G: -22	H: 0	I: -16
> CCN(CC)C(=O)C1CCCN(Cc2ccccc2)C1 (stereo not given)
  A: -9	B: -5	C: -6	D: -4	E: 0.1	F: 1	G: -12	H: 11	I: 6
> CCOn1c(SC(C)C)nc2ccccc2c1=O
  A: 6	B: -2	C: -5	D: -3	E: -0.2	F: 1	G: -4	H: 18	I: -1
> COc1ccccc1N1CCN(C(=O)CCS(=O)(=O)c2ccc3c(c2)NC(=O)C(C)S3)CC1 (stereo not given)
  A: -10	B: -13	C: 2	D: -1	E: 11	F: -4	G: -19	H: 12	I: 14
> N/C(=N\OC(=O)c1ccc2ccccc2c1)c1ccncc1
  A: -13	B: 1	C: -6	D: 13	E: 1.6	F: 15	G: -13	H: 4	I: -9
> O=C(CCC1CCCN(C(=O)c2ccccc2Cl)C1)N1CCN(c2ccccn2)CC1 (stereo not given)
  A: -17	B: -1	C: -3	D: 11	E: 4.8	F: -17	G: -20	H: 3	I: -1
> Cc1ccc2c(c1)c1c(n2CC(O)Cn2nc(C)c(Br)c2C)CCCC1 (stereo not given)
  A: -4	B: 5	C: -5	D: 25	E: 0.8	F: -7	G: -7	H: 5	I: -5
> O=C(Cn1c(=O)oc2ccccc21)Nc1ccccc1N1CCOCC1
  A: -15	B: 4	C: -3	D: 18	E: 0.4	F: -1	G: -11	H: 0	I: 1
> O=C1OC(/C=C/c2ccc(Cl)cc2Cl)=NC/1=C\c1cccs1
  A: -4	B: 9	C: -5	D: 24	E: 1.1	F: -18	G: -9	H: 4	I: -3
> O=C(Nc1c(F)cc(F)cc1Br)C1CCCO1 (stereo not given)
  A: -8	B: 6	C: 1	D: 28	E: 0.7	F: -10	G: -9	H: 7	I: -6
> COc1ccccc1NC(NC(=O)c1cccnc1)C(Cl)(Cl)Cl (stereo not given)
  A: -28	B: 11	C: -3	D: 29	E: 1.5	F: 9	G: -11	H: 10	I: -13
> O=C(CCc1c[nH]c2ccccc12)NC(Cc1c[nH]c2ccccc12)C(=O)O (stereo not given)
  A: -8	B: 17	C: -2	D: 20	E: -0.4	F: -4	G: 3	H: 4	I: -12
> CC1CCCCN1C(=O)c1ccc(S(=O)(=O)N2CCCCC2C)cc1 (stereo not given)
  A: -5	B: 8	C: -2	D: 15	E: 3.2	F: -1	G: -14	H: 8	I: -10
> CC(C)CCNC(=O)c1cn(C)c2ccc(S(=O)(=O)N3CCCC3)cc2c1=O
  A: 10	B: 7	C: -2	D: -13	E: -0.4	F: -5	G: 1	H: 3	I: -10
> O=C(N1CCOCCOc2ccccc2OCCOCC1)C(F)(F)F
  A: -9	B: 15	C: 0	D: 8	E: 0.8	F: -15	G: -9	H: 0	I: -18
> Cc1ccc(NCc2n[nH]c(=S)n2-c2ccccc2)c(C)c1
  A: -10	B: -1	C: -5	D: 5	E: -0.4	F: -2	G: 16	H: 1	I: 8
> Cc1ccc(/C=C(\C#N)C(=O)NC(C)C)o1
  A: 3	B: 5	C: -2	D: -13	E: -0.3	F: -23	G: -1	H: 2	I: 2
> CCN(C(=O)c1ccc(Br)o1)C1CCS(=O)(=O)C1 (stereo not given)
  A: 9	B: 3	C: -2	D: 11	E: 3.0	F: -13	G: -10	H: 2	I: -2
